Assay outcomes as filed in PubChem BioAssay.
PMI activator – increases human mannose-6-phosphate isomerase activity | P34949 | purified human PMI, coupled resazurin fluorescence, 20 min; active compounds read high; 1 = vehicle control, 0 substrate-free wells | activation factor at 20 µM | 190,000 tested, 0.005% active;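 active = activation factor of 2 or more at 20 µM, relative to plate controls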
PPARg SRC1 recr – agonists of human PPARgamma SRC-1 coactivator recruitment; PPARgamma-SRC-1 coactivator recruitment biochemical assay; AID 631; 200,000 tested, 0.41% active; P37231; activation, % at 8 µM; in the data active = activation above about 19%;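 note: 0% = DMSO and 100% = reference agonist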
Target sequence (P37231 whole entry, looked up): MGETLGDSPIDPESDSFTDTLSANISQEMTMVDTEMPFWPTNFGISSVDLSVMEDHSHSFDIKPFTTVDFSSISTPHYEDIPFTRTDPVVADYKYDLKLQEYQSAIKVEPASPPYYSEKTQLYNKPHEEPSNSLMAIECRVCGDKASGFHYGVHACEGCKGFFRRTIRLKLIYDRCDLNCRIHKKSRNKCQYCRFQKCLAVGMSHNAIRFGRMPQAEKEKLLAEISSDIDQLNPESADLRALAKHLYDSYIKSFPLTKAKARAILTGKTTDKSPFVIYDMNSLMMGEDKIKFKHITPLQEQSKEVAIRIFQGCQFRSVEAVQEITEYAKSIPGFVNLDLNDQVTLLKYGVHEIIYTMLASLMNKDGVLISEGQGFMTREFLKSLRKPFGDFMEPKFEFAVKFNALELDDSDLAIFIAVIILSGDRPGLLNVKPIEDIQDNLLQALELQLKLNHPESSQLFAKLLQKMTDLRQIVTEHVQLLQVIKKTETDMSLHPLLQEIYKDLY
ROMK primary – modulators of human ROMK potassium channel; Tet-inducible ROMK, thallium flux fluorescence; actives lie on both sides; 130,000 tested, 2% active; B-score at 10 µM; P48048;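 active = signal ratio slope over the read window, or its plate-corrected B-score, at least 3 SD from the plate mean, either direction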;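 note: B-score of the F/F0 ratio slope over 7 to 12 s after thallium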
Target sequence (P48048 whole entry, looked up): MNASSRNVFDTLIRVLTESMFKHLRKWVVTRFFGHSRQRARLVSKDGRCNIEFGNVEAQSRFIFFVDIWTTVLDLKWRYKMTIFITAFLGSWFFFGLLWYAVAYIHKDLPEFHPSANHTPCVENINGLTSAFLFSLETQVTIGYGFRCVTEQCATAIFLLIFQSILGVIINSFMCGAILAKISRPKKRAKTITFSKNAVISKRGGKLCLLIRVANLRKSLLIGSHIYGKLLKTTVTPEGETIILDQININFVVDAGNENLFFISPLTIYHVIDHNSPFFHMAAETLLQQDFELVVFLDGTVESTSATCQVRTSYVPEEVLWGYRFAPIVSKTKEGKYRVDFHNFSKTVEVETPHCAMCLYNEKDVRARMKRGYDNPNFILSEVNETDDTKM
PMI act satM6P – PMI (human) activation, high substrate | P34949 | coupled PMI enzyme assay, resazurin fluorescence, 20 min; active compounds read high; 1 = untreated enzyme, 0 = substrate-free blank | activation factor at 20 µM | 190,000 tested, 0.34% active | AID 1216;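 active = activation factor of 2 or more at 20 µM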
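Material: human phosphomannose isomerase with PGI, G6PDH, diaphorase coupling enzymes. Quantity: 15 ng/mL PMI. Medium: HEPES pH 7.4 buffer with MgCl2 and Tween-20. Reagent: Near-saturating mannose-6-phosphate, 1.0 mM. Compound: 20 µM single dose. Times: enzyme reaction with compound 20 min at room temperature. Detection: resorufin fluorescence at Ex 544/Em 590 nm.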
Diaphorase inh – inhibits diaphorase or chemically oxidizes, flagging diaphorase assay artifacts | diaphorase resazurin-to-resorufin fluorescence, NADH, 16 min; bacterial (C. kluyveri) enzyme, not human | inhibition, % at 20 µM | 190,000 tested, 0.69% active;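 active = primary screen inhibition at 20 µM above a set limit, cut at about 50% in these data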;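 note: plate controls were DMSO with full reaction for no effect and wells lacking NADH for full effect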
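System: Diaphorase enzyme from Clostridium kluyveri | Amount: Enzyme working solution with 0.14 U/mL diaphorase | Benchmarks: No-NADH positive control and DMSO neutral control | Signal: Fluorescence of resorufin formed from resazurin, Ex 544/Em 590 nm | Schedule: 16-min room-temperature incubation before reading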
PPARg SRC2 recr – PPARgamma-driven SRC-2 recruitment agonism | P37231 | PPARgamma LBD-SRC-2 recruitment, biochemical | activation, % at 8 µM | 200,000 tested, 0.34% active | AID 1032; in the data active = activation above about 22%;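 note: 0% = vehicle and 100% = reference agonist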
PPARg SRC-3 ag – agonists of human PPARgamma SRC-3 coactivator recruitment. P37231. biochemical PPARgamma/SRC-3 coactivator recruitment assay. activation, % at 8 µM. 200,000 tested, 0.26% active. AID 731; in the data active = activation above about 23%;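 note: 0% = DMSO and 100% = reference agonist; some compounds past the cut are filed as inactive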
S1P3 antagonist – blocks the human S1P3 receptor; Q99500; CHO S1P3 NFAT-BLA reporter, FRET fluorescence, antagonist mode; inhibition, % at 4.98 µM; 170,000 tested, 0.27% active;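 active = inhibition above the plate cutoff, the mean inhibition of test wells on that plate plus 3 SD, cut at about 28% in these data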;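 note: cells challenged with S1P at its EC80 of 0.8 µM; blue over green emission ratio from cleaved BLA substrate after 4 h stimulation; 0% = S1P-stimulated wells and 100% = unstimulated DMSO-only wells; some compounds past the cut are filed as inactive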
G6PDH CS – counter-screen for G6PDH assay hits: L. mesenteroides G6PDH inhibition; AID 1020; Purified L. mesenteroides G6PDH, diaphorase/resazurin coupled fluorescence, 45 min; 200,000 tested, 0.12% active; inhibition, % at 5 µM; in the data active = inhibition above about 50%
Diaph act CS – diaphorase activation or chemical reduction counter-screen | 190,000 tested, 0.005% active | activation factor at 20 µM | Diaphorase/resazurin coupled assay, resorufin fluorescence, 16 min; active compounds read high; 1 = vehicle wells, 0 = NADH-free wells;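 active = diaphorase activity raised at least twofold by the compound at 20 µM; inactive = activation factor below 2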
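Material: Clostridium kluyveri diaphorase, purified enzyme; Quantity: enzyme 0.07 U/mL final; Medium: HEPES pH 7.4 buffer with MgCl2 and Tween 20; Dosing: single compound dose of 20 µM, 1% DMSO final; Schedule: 16 min reaction at room temperature; Measured by: red resorufin fluorescence at 544/590 nm excitation/emission.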
SRC2 TRFRET art – counter-screen for PPARgamma SRC-2 recruitment agonists: TR-FRET artefact; active compounds read high; TR-FRET ratio at 8 µM; 200,000 tested, 0.4% active; AID 1049; in the data active = TR-FRET ratio above about 2000; note: inactives centre near 1500
* hit, by the source's call.

Screening Cc1c(Cl)cccc1N1C(=O)CC(NNC(=O)c2cccnc2)C1=O (centres undefined) returned PMI activator 0.9, PPARg SRC1 recr -13.9, PMI act satM6P 0.9, Diaphorase inh 7.3, PPARg SRC2 recr 7.9, PPARg SRC-3 ag 1.1, S1P3 antagonist -4.9, G6PDH CS -10.7, Diaph act CS 0.9 and SRC2 TRFRET art 1613.
`O=C(NC(=S)Nc1cccc(NC(=O)c2ccccc2)c1)c1cccc([N+](=O)[O-])c1` gave PMI activator 0.8, PPARg SRC1 recr 0.9, ROMK primary 1.25, PMI act satM6P 1, Diaphorase inh 16.3, PPARg SRC2 recr 6.1, PPARg SRC-3 ag 4.0, S1P3 antagonist 6.9, G6PDH CS 8.0, Diaph act CS 0.8 and SRC2 TRFRET art 1451.
COc1ccc(N2CCN(c3ncnc4c3cnn4-c3ccc(C)cc3C)CC2)cc1 was read as PMI activator 0.8, PPARg SRC1 recr -3.4, ROMK primary -0.0284, PMI act satM6P 0.8, Diaphorase inh 27.3, PPARg SRC2 recr 1.2, PPARg SRC-3 ag -7.7, S1P3 antagonist 43.2, G6PDH CS -46.0, Diaph act CS 0.7 and SRC2 TRFRET art 1602.
Screening COc1ccc(-c2noc(CCC(=O)N3CCN(c4cc(C)ccc4C)CC3)n2)cc1 returned PMI activator 0.9, PPARg SRC1 recr 1.6, ROMK primary 0.171, PMI act satM6P 1, Diaphorase inh 15.4, PPARg SRC2 recr 1.4, PPARg SRC-3 ag 5.2, G6PDH CS 0.7, Diaph act CS 0.8 and SRC2 TRFRET art 1677.
Screening ClC1(Cl)CC1CSc1ncn[nH]1 (centres undefined) returned PMI activator 1.1, PPARg SRC1 recr 5.9, ROMK primary 0.264, PMI act satM6P 1, Diaphorase inh 0.0, PPARg SRC2 recr -3.6, PPARg SRC-3 ag 2.7, S1P3 antagonist -8.5, G6PDH CS 10.4, Diaph act CS 1 and SRC2 TRFRET art 1800.
COc1ccc(Cl)cc1NC(=O)NCCN1CCCCC1 was read as PMI activator 1, PPARg SRC1 recr 2.8, ROMK primary 0.0118, PMI act satM6P 1, Diaphorase inh 4.9, PPARg SRC2 recr 4.7, PPARg SRC-3 ag 5.4, S1P3 antagonist 3.7, G6PDH CS 3.7, Diaph act CS 1 and SRC2 TRFRET art 1584.
`O=C(CN1C(=O)C2C3C=CC(C3)C2C1=O)NCCc1ccccc1` (centres undefined) gave PMI activator 0.8, PPARg SRC1 recr 1.0, ROMK primary -0.00644, PMI act satM6P 0.8, Diaphorase inh 13.4, PPARg SRC2 recr 4.4, PPARg SRC-3 ag 0.1, S1P3 antagonist -30.6, G6PDH CS 24.5, Diaph act CS 0.9 and SRC2 TRFRET art 1785.
For S=C(NCc1ccc2c(c1)OCO2)NC1CC1 the results were PMI activator 1, PPARg SRC1 recr 3.0, ROMK primary -19.2*, PMI act satM6P 1, Diaphorase inh -8.9, PPARg SRC2 recr 5.2, PPARg SRC-3 ag -3.9, S1P3 antagonist -1.9, G6PDH CS 8.2, Diaph act CS 1.1 and SRC2 TRFRET art 1617.
For CCCC/C=C/C(NC(=O)CCc1ccccc1)c1ccccc1 (centres undefined) the results were PMI activator 0.9, PPARg SRC1 recr 1.6, ROMK primary -0.22, PMI act satM6P 0.9, Diaphorase inh 16.1, PPARg SRC2 recr -0.9, PPARg SRC-3 ag -3.0, S1P3 antagonist 2.6, G6PDH CS 16.0, Diaph act CS 0.8 and SRC2 TRFRET art 1668.
For Cc1ccc(S(=O)(=O)N2CCC(C(=O)Nc3ccccc3N3CCCCC3)CC2)cc1 the results were PMI activator 1, PPARg SRC1 recr 0.0, PMI act satM6P 0.9, Diaphorase inh 15.2, PPARg SRC2 recr 8.5, PPARg SRC-3 ag -1.2, S1P3 antagonist 1.1, G6PDH CS 4.9, Diaph act CS 0.8 and SRC2 TRFRET art 1615.
Screening Cc1ccc(S(=O)(=O)Nc2ccccc2C(=O)Nc2ccc(S(=O)(=O)Nc3nccc(C)n3)cc2)cc1 returned PMI activator 1, PPARg SRC1 recr 3.4, ROMK primary 0.608, PMI act satM6P 1.1, Diaphorase inh 8.8, PPARg SRC2 recr 5.2, PPARg SRC-3 ag 2.8, S1P3 antagonist -17.9, G6PDH CS 4.9, Diaph act CS 0.9 and SRC2 TRFRET art 1730.
`Cc1ccc(S(=O)(=O)N2CCN(c3ccc4nnc(-c5ccccc5)n4n3)CC2)cc1` gave PMI activator 0.9, PPARg SRC1 recr -1.8, PMI act satM6P 0.9, Diaphorase inh 39.5, PPARg SRC2 recr 5.2, PPARg SRC-3 ag 4.8, G6PDH CS 3.7, Diaph act CS 0.6 and SRC2 TRFRET art 1749.

Reprinted from the part before: two compounds, followed by the next part.
Screening Cc1ccc(S(=O)(=O)Nc2ccccc2C(=O)Nc2ccc(S(=O)(=O)Nc3nccc(C)n3)cc2)cc1 returned PMI activator 1, PPARg SRC1 recr 3.4, ROMK primary 0.608, PMI act satM6P 1.1, Diaphorase inh 8.8, PPARg SRC2 recr 5.2, PPARg SRC-3 ag 2.8, S1P3 antagonist -17.9, G6PDH CS 4.9, Diaph act CS 0.9 and SRC2 TRFRET art 1730.
`Cc1ccc(S(=O)(=O)N2CCN(c3ccc4nnc(-c5ccccc5)n4n3)CC2)cc1` gave PMI activator 0.9, PPARg SRC1 recr -1.8, PMI act satM6P 0.9, Diaphorase inh 39.5, PPARg SRC2 recr 5.2, PPARg SRC-3 ag 4.8, G6PDH CS 3.7, Diaph act CS 0.6 and SRC2 TRFRET art 1749.
For CCCCCCCOC(=O)C[N+](C)(C)CCOC1CC2CCC1(C)C2(C)C (centres undefined) the results were PMI activator 0.8, PPARg SRC1 recr -4.2, PMI act satM6P 0.9, Diaphorase inh -5.2, PPARg SRC2 recr -9.9, PPARg SRC-3 ag 1.5, S1P3 antagonist 9.1, G6PDH CS 11.6, Diaph act CS 1.1 and SRC2 TRFRET art 1513.
Screening CN(C)CC(C)(C)CNS(=O)(=O)c1cccc(Cl)c1Cl returned PMI activator 1.1, PPARg SRC1 recr 7.1, ROMK primary 0.079, PMI act satM6P 1.3, Diaphorase inh 9.1, PPARg SRC2 recr 6.0, PPARg SRC-3 ag 7.8, G6PDH CS 3.9, Diaph act CS 0.9 and SRC2 TRFRET art 1672.
CCOc1cc(C(=O)NCc2ccccc2)ccc1OCC(=O)N1CCOCC1 was read as PMI activator 1, PPARg SRC1 recr 3.9, ROMK primary -0.757, PMI act satM6P 0.9, Diaphorase inh 3.3, PPARg SRC2 recr 6.4, PPARg SRC-3 ag 8.7, S1P3 antagonist -27.0, G6PDH CS 1.7, Diaph act CS 1 and SRC2 TRFRET art 1646.
Screening COc1ccccc1NC(=O)Nc1ccc2[nH]c(=O)[nH]c2c1 returned PMI activator 1, PPARg SRC1 recr 7.0, ROMK primary 1.63, PMI act satM6P 0.9, Diaphorase inh 9.7, PPARg SRC2 recr -5.0, PPARg SRC-3 ag -5.9, S1P3 antagonist 1.8, G6PDH CS 2.1, Diaph act CS 0.9 and SRC2 TRFRET art 1618.
`O=C(Nc1ccc(S(=O)(=O)NCc2ccccc2)cc1)c1ccc(Br)o1` gave PMI activator 1, PPARg SRC1 recr -4.3, PMI act satM6P 0.9, Diaphorase inh 21.8, PPARg SRC2 recr -1.8, PPARg SRC-3 ag 15.7, G6PDH CS 3.0, Diaph act CS 0.8 and SRC2 TRFRET art 1689.
For CC(C)N(C(=O)CSc1nc2ccccc2n1Cc1ccc(F)cc1)C(C)C the results were PMI activator 0.9, PPARg SRC1 recr -3.5, PMI act satM6P 0.8, Diaphorase inh 16.6, PPARg SRC2 recr -2.9, PPARg SRC-3 ag -1.5, G6PDH CS 8.6, Diaph act CS 0.8 and SRC2 TRFRET art 1351.
For O=C(Nc1ccc(NC(=O)C2CCCCC2)nc1)c1ccccn1 the results were PMI activator 1, PPARg SRC1 recr 1.0, ROMK primary -0.412, PMI act satM6P 1, Diaphorase inh -6.8, PPARg SRC2 recr -0.3, PPARg SRC-3 ag -0.2, S1P3 antagonist 0.5, G6PDH CS 9.6, Diaph act CS 1.1 and SRC2 TRFRET art 1642.
For CCN(CC)S(=O)(=O)c1ccc(Cl)c(C(=O)NC)c1 the results were PMI activator 1, PPARg SRC1 recr 5.1, ROMK primary -0.234, PMI act satM6P 1.1, Diaphorase inh -5.3, PPARg SRC2 recr 0.8, PPARg SRC-3 ag -4.6, S1P3 antagonist 8.3, G6PDH CS 1.0, Diaph act CS 1.1 and SRC2 TRFRET art 1690.
Screening CCOc1cc(/C=N/NC(=O)Nc2ccccc2)ccc1O returned PMI activator 0.9, PPARg SRC1 recr 5.5, ROMK primary -0.276, PMI act satM6P 0.9, Diaphorase inh 17.6, PPARg SRC2 recr 7.3, PPARg SRC-3 ag 7.0, S1P3 antagonist 3.3, G6PDH CS 10.3, Diaph act CS 0.8 and SRC2 TRFRET art 1490.
`CCC(=O)Nc1c(C(=O)N2CCCCCC2)cnn1-c1ccc(C)c(C)c1` gave PMI activator 1, PPARg SRC1 recr 6.4, PMI act satM6P 1, Diaphorase inh 4.6, PPARg SRC2 recr 1.9, PPARg SRC-3 ag 6.6, S1P3 antagonist -1.7, G6PDH CS 5.1, Diaph act CS 1 and SRC2 TRFRET art 1516.
For CCOC(=O)c1ccc2c(c1)nc(SCC(=O)N1CCOCC1)n2CC the results were PMI activator 1, PPARg SRC1 recr -2.4, ROMK primary 0.896, PMI act satM6P 1, Diaphorase inh 0.3, PPARg SRC2 recr 8.1, PPARg SRC-3 ag -0.1, S1P3 antagonist -16.5, G6PDH CS 10.2, Diaph act CS 1 and SRC2 TRFRET art 1492.
For N#Cc1cc(-c2ccccc2)c[nH]c1=O the results were PMI activator 0.9, PPARg SRC1 recr 8.0, PMI act satM6P 1, Diaphorase inh -8.6, PPARg SRC2 recr 9.4, PPARg SRC-3 ag 3.1, G6PDH CS 25.8, Diaph act CS 1.1 and SRC2 TRFRET art 1532.
Screening Cc1oc(=O)c(NC(=O)c2ccccc2)cc1C(C)O (centres undefined) returned PMI activator 1.2, PPARg SRC1 recr 8.9, ROMK primary -0.00716, PMI act satM6P 1.1, Diaphorase inh -12.3, PPARg SRC2 recr 5.0, PPARg SRC-3 ag 4.2, S1P3 antagonist 7.8, G6PDH CS 12.1, Diaph act CS 1.1 and SRC2 TRFRET art 1660.
CCOc1ccccc1NC(=O)c1ccc(-n2cncn2)nc1 was read as PMI activator 0.9, PPARg SRC1 recr -10.8, ROMK primary 0.254, PMI act satM6P 1, Diaphorase inh 14.7, PPARg SRC2 recr 2.9, PPARg SRC-3 ag 1.1, S1P3 antagonist -21.4, G6PDH CS 10.7, Diaph act CS 0.9 and SRC2 TRFRET art 1595.

Outcome played no part in choosing rows; about 3.3% have a hit in one of these screens.
